Fh CTSL1 inh – Fasciola hepatica cathepsin L1 inhibitors, primary screen, counter-screen for PFM18AAP inhibitor project, biochemical, QFRET, fluorogenic peptide substrate; 0.49% of 300,000 active; inhibition, % at 5.96 µM; recombinant F. hepatica cathepsin L1, Z-Leu-Arg-MCA fluorescence;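 active = inhibition above the mean of all tested compounds plus 3 SD, set per screening campaign, cut at about 17% in these data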;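 note: 0% = plate median of test compound wells and 100% = 1 µM Z-Phe-Ala-diazomethylketone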
HCV core dimer – inhibitors of HCV core protein dimerization, primary screen, biochemical, TR-FRET, high-throughput. inhibition, % at 5 µM. 0.33% of 300,000 active. TR-FRET GST/Flag-core106 dimerization, 1536-well;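 active = inhibition above the mean of all tested compounds plus 3 SD, set per screening campaign, cut at about 45% in these data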
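Assay system: Tagged HCV core106 pair (GST and Flag) | Buffer or medium: KF-containing HEPES buffer, pH 7.45, DTT, CHAPS, BSA | Also added: Eu donor and XL665 acceptor anti-tag antibodies | Dosing: One concentration, 5 µM, in 0.5% DMSO | Timing: 4 h at 22.5 °C | Technique: TR-FRET 671 and 617 nm emission | Repeats: Singlicate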
PP1 inh – PP1-alpha phosphatase inhibitors, primary screen, counter-screen for PP5 inhibitor project, biochemical, fluorescence, OMFP substrate, single point. Serine/threonine-protein phosphatase PP1-alpha catalytic subunit (Homo sapiens), P62136. purified PP1alpha. inhibition, % at 6.7 µM. 0.9% of 320,000 active;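 active = inhibition above the mean inhibition of all tested compounds plus 3 SD, computed separately for each screening campaign, cut at about 15% in these data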
proCasp7 act – procaspase-7 activators, primary screen, counter-screen for procaspase-3 activator project, biochemical, absorbance, HTS, human | Caspase-7 (Homo sapiens), P55210 | 0.093% of 330,000 active | recombinant procaspase-7, Ac-DEVD-pNA absorbance 405 nm; D23A/D198A/D206A triple mutant, cannot self-cleave; scale: DMSO 0, 5 µM enzyme 100 | AID 463210, 2010 | activation, % at 8.5 µM;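 active = percent activation above the screen-wide mean plus 3 SD, cut at about 25% in these data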
Target sequence (P55210 whole entry D23A/D198A/D206A): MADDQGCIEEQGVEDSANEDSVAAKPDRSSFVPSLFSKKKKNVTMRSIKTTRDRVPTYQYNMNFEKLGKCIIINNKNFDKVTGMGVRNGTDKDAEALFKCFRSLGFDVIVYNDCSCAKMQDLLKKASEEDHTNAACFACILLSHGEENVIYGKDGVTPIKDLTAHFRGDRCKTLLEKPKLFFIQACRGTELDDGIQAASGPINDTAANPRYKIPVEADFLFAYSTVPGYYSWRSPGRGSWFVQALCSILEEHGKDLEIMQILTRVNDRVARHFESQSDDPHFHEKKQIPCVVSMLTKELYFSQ
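Test system: Procaspase-7 triple mutant (PC-7 D3A). Also added: Ac-DEVD-pNA substrate, 400 µM as added. Schedule: 1 h enzyme–compound preincubation and 2 h substrate reaction, both 25 °C. Signal: p-Nitroaniline absorbance at 405 nm, read at 0 and 120 min. Control set: low DMSO alone, high DMSO plus 5 µM PC-7.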
PP5 inh – PP5 phosphatase inhibitors, primary screen, biochemical, fluorescence; AID 1987, 2009; 0.18% of 320,000 active; inhibition, % at 6.7 µM; purified PP5c, OMFP substrate fluorescence;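 active = inhibition above the campaign's mean inhibition across all tested compounds plus 3 SD, cut at about 9.5% in these data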;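 note: 0% = DMSO only and 100% = 100 µM cantharidin control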
Target sequence (P53041 whole entry, looked up): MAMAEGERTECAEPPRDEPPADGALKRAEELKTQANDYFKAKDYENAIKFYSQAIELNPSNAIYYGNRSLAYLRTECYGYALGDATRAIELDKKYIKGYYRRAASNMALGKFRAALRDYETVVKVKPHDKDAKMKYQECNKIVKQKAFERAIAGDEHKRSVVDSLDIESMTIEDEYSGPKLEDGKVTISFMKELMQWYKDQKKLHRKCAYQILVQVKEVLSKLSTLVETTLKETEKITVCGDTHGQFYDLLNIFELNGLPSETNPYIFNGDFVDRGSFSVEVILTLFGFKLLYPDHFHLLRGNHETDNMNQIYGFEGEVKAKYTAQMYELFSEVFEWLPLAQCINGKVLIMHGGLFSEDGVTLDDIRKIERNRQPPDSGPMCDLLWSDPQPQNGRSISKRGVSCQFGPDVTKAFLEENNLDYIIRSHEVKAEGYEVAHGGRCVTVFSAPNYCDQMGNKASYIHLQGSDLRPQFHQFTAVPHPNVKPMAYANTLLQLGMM
AHR activator – AHR activators, primary screen, cell-based, luminescence, luciferase reporter, human | AHR-responsive luciferase reporter cells | activation, % at 5 µM | AID 2796, 2010 | 2.5% of 320,000 active; in the data active = activation above about 47%;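 note: 0% = vehicle wells and 100% = reference agonist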
TPT1 inhibitor – Candida albicans TPT1 enzyme inhibitors, primary screen, biochemical, fluorescence polarization; inhibition, % at 5 µM; recombinant caTPT1, FP RNA substrate dephosphorylation; tRNA 2'-phosphotransferase TPT1 (Candida albicans SC5314); 0.81% of 300,000 active;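 active = inhibition above the mean of all tested compounds plus 3 SD, set per screening campaign, cut at about 24% in these data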;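 note: plate controls were DMSO alone for no effect and ferristatin control at 100 nM for full effect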
PAFAH2 inh – PAFAH2 enzyme inhibitors, primary screen, biochemical, fluorescence polarization, human; 0.99% of 340,000 active; Platelet-activating factor acetylhydrolase 2, cytoplasmic (Homo sapiens), Q99487; recombinant PAFAH2, FP-rhodamine activity probe; AID 492956, 2010; inhibition, % at 3.39 µM;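 active = inhibition above the mean over all tested compounds plus 3 SD, cut at about 30% in these data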;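 note: inhibitors block probe labeling of enzyme so polarization drops; 0% = enzyme with DMSO and 100% = wells lacking PAFAH2 protein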
procasp3 activ – activators of human procaspase-3 D3A mutant, primary screen, biochemical, absorbance, PC-3 D3A mutant, single concentration; Caspase-3 (Homo sapiens), P42574; recombinant procaspase-3 D3A, Ac-DEVD-pNA absorbance 405 nm; activation, % at 8.5 µM; 0.11% of 330,000 active; AID 463141, 2010;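 active = activation above the mean of all tested compounds plus 3 SD, cut at about 21% in these data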;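 note: 0% = DMSO alone and 100% = DMSO wells spiked with extra 5 µM PC-3 D3A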
Target sequence (P42574 whole entry D9A/D28A/D175A): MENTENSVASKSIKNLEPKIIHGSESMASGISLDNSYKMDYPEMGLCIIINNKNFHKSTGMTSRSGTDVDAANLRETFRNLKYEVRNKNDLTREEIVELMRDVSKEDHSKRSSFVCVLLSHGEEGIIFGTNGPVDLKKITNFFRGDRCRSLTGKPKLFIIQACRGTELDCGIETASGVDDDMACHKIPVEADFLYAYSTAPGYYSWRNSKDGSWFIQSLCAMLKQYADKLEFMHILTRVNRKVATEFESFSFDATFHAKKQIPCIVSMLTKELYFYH
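Test system: Procaspase-3 D3A mutant, all three cleavage aspartates alanine | Dosing: Single dose, 8.5 µM nominal compound, 0.8% DMSO | Schedule: 1 h preincubation, 2 h reaction | Technique: 405 nm absorbance of p-nitroaniline, reads at 0 and 120 min | Repeats: One well per compound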
Active calls of the source: *.

Results for COc1ccc(CC(=O)N2CCOCC2)cc1 ?
Fh CTSL1 inh: -3; HCV core dimer: -4; PP1 inh: 0; proCasp7 act: -2; PP5 inh: 1.4; AHR activator: -2; TPT1 inhibitor: -4; PAFAH2 inh: 1; procasp3 activ: 2

Results for Cc1nn(-c2ccccc2)c2sc(C(=O)NNC(=O)COc3cccc4ccccc34)cc12 ?
Fh CTSL1 inh: -1; HCV core dimer: 5; PP1 inh: 9; proCasp7 act: -2; PP5 inh: -7.2; AHR activator: 34; TPT1 inhibitor: 0; PAFAH2 inh: -30; procasp3 activ: 0

How did CCCCSc1nc(C(=O)O)cc(=O)[nH]1 do in these assays?
Fh CTSL1 inh: -3; HCV core dimer: 2; PP1 inh: -3; proCasp7 act: -2; PP5 inh: -3.3; AHR activator: -3; TPT1 inhibitor: -1; PAFAH2 inh: -3; procasp3 activ: -2

What do the screens show for `Cc1ccc(CNC(=O)c2ccccc2NC(=O)CN2CC(C)OC(C)C2)cc1` (configuration not stated)?
Fh CTSL1 inh: 0; HCV core dimer: -8; PP1 inh: 0; proCasp7 act: -7; PP5 inh: 1.2; AHR activator: 2; TPT1 inhibitor: -2; PAFAH2 inh: 3; procasp3 activ: 5

Results for O=C(c1cc(F)c(F)cc1Cl)N1CCN(c2ncccn2)CC1 ?
Fh CTSL1 inh: 4; HCV core dimer: -9; PP1 inh: -1; proCasp7 act: -1; PP5 inh: 1.7; AHR activator: 4; TPT1 inhibitor: -7; PAFAH2 inh: -5; procasp3 activ: 11

Results for CCc1ccc(N(C(=O)c2csnn2)C(C(=O)NCc2ccccc2)c2ccco2)cc1 (configuration not stated) ?
Fh CTSL1 inh: -2; HCV core dimer: 10; PP1 inh: -1; proCasp7 act: -6; PP5 inh: -1.7; AHR activator: 0; TPT1 inhibitor: -5; PAFAH2 inh: 4; procasp3 activ: 0

What do the screens show for `Cc1nc2ccccc2c2c1CC(C)S2` (configuration not stated)?
Fh CTSL1 inh: 1; HCV core dimer: 5; PP1 inh: 1; proCasp7 act: 3; PP5 inh: 0.1; AHR activator: 2; TPT1 inhibitor: 0; PAFAH2 inh: -3; procasp3 activ: 3

What do the screens show for `CSc1ccc(S(=O)(=O)NCC(=O)OCC(=O)NCc2cccs2)cc1[N+](=O)[O-]`?
Fh CTSL1 inh: -19; HCV core dimer: 0; PP1 inh: -3; proCasp7 act: 1; PP5 inh: -0.9; AHR activator: 1; TPT1 inhibitor: -4; PAFAH2 inh: 7; procasp3 activ: 3

What do the screens show for `Cn1nccc1C(=O)NC(=S)Nc1cc(Cl)cc(Cl)c1`?
Fh CTSL1 inh: -1; HCV core dimer: -7; PP1 inh: -1; proCasp7 act: -4; PP5 inh: 3.2; AHR activator: 29; TPT1 inhibitor: 3; PAFAH2 inh: 1; procasp3 activ: -7

How did O=C(O)c1ccccc1N(Cc1ccccc1)C(=O)CO/N=C/c1ccccc1 do in these assays?
Fh CTSL1 inh: 5; HCV core dimer: 2; PP1 inh: -1; proCasp7 act: 1; PP5 inh: 1.8; AHR activator: 0; TPT1 inhibitor: -4; PAFAH2 inh: -4; procasp3 activ: -5

What do the screens show for `Cc1cc(C)cc(NC(=S)NCC2CCCO2)c1` (configuration not stated)?
Fh CTSL1 inh: 1; HCV core dimer: -2; PP1 inh: -1; proCasp7 act: 13; PP5 inh: -1.1; AHR activator: 9; TPT1 inhibitor: -5; PAFAH2 inh: 6; procasp3 activ: -6

How did Cc1ccc2nc(-c3ccccc3N)[nH]c2c1 do in these assays?
Fh CTSL1 inh: 3; HCV core dimer: -8; PP1 inh: -5; proCasp7 act: 4; PP5 inh: 3.0; AHR activator: 16; TPT1 inhibitor: 2; PAFAH2 inh: 9; procasp3 activ: -3

What do the screens show for `O=C(O)c1[nH]c2ccccc2c1C(c1c(F)cccc1Cl)c1c(C(=O)O)[nH]c2ccccc12`?
Fh CTSL1 inh: 5; HCV core dimer: 14; PP1 inh: 3; proCasp7 act: -1; PP5 inh: 2.9; AHR activator: 4; TPT1 inhibitor: 1; PAFAH2 inh: 11; procasp3 activ: 10

How did COC(=O)c1ccc(-c2nc(-c3ccc(Br)o3)no2)cc1 do in these assays?
Fh CTSL1 inh: -3; HCV core dimer: 3; PP1 inh: 0; proCasp7 act: 5; PP5 inh: 2.5; AHR activator: 0; TPT1 inhibitor: -3; PAFAH2 inh: 2; procasp3 activ: 0

Results for CCC(CC)C(=O)c1c[nH]c(C(=O)NN)c1 ?
Fh CTSL1 inh: -1; HCV core dimer: -1; PP1 inh: 1; proCasp7 act: -5; PP5 inh: 3.1; AHR activator: 19; TPT1 inhibitor: -3; PAFAH2 inh: 8; procasp3 activ: 2

How did CCN1CCN(C(=O)CN(CCc2ccccc2)S(C)(=O)=O)CC1 do in these assays?
Fh CTSL1 inh: -3; HCV core dimer: 4; PP1 inh: -3; proCasp7 act: -1; PP5 inh: 0.3; AHR activator: -4; TPT1 inhibitor: -1; PAFAH2 inh: 4; procasp3 activ: 1

How did NC(=O)C1CCN(C(=O)c2ccc3nc(N4CCCCC4)sc3c2)CC1 do in these assays?
Fh CTSL1 inh: 2; HCV core dimer: -4; PP1 inh: -4; proCasp7 act: 6; PP5 inh: -0.3; AHR activator: 8; TPT1 inhibitor: -3; PAFAH2 inh: -1; procasp3 activ: 4

How did CN(C(=O)COC(=O)c1ccc(Br)c([N+](=O)[O-])c1)c1c(N)n(Cc2ccccc2)c(=O)[nH]c1=O do in these assays?
Fh CTSL1 inh: -2; HCV core dimer: -8; PP1 inh: -2; proCasp7 act: 3; PP5 inh: -1.3; AHR activator: -2; TPT1 inhibitor: -2; PAFAH2 inh: 1; procasp3 activ: 7

How did CCc1nn(CC(=O)NCc2cccnc2)c(=O)c2cc3occc3n12 do in these assays?
Fh CTSL1 inh: -3; HCV core dimer: -12; PP1 inh: 5; proCasp7 act: 3; PP5 inh: -0.1; AHR activator: 11; TPT1 inhibitor: 1; PAFAH2 inh: 3; procasp3 activ: 1

How did CS(=O)(=O)N(Cc1ccc(Cl)cc1)c1ccc(C(=O)N/N=C/c2cc3ccccc3nc2Cl)cc1 do in these assays?
Fh CTSL1 inh: 5; HCV core dimer: 26; PP1 inh: -1; proCasp7 act: 3; PP5 inh: 0.6; AHR activator: -1; TPT1 inhibitor: -1; PAFAH2 inh: -70; procasp3 activ: 10

Random excerpt: 2 compounds from above
Results for O=C(c1cc(F)c(F)cc1Cl)N1CCN(c2ncccn2)CC1 ?
Fh CTSL1 inh: 4; HCV core dimer: -9; PP1 inh: -1; proCasp7 act: -1; PP5 inh: 1.7; AHR activator: 4; TPT1 inhibitor: -7; PAFAH2 inh: -5; procasp3 activ: 11

What do the screens show for `CSc1ccc(S(=O)(=O)NCC(=O)OCC(=O)NCc2cccs2)cc1[N+](=O)[O-]`?
Fh CTSL1 inh: -19; HCV core dimer: 0; PP1 inh: -3; proCasp7 act: 1; PP5 inh: -0.9; AHR activator: 1; TPT1 inhibitor: -4; PAFAH2 inh: 7; procasp3 activ: 3

Next section.
Results for Cc1cc(C)n2c(SCC(=O)Nc3ccc(F)cc3)nnc2n1 ?
Fh CTSL1 inh: -4; HCV core dimer: 1; PP1 inh: -2; proCasp7 act: -7; PP5 inh: 1.8; AHR activator: -4; TPT1 inhibitor: -1; PAFAH2 inh: -1; procasp3 activ: -4

What do the screens show for `COc1ccc(C(=O)Nc2nnc(CCS(=O)(=O)c3ccc(C)cc3)s2)cc1`?
Fh CTSL1 inh: -1; HCV core dimer: 1; PP1 inh: -5; proCasp7 act: -2; PP5 inh: 0.8; AHR activator: 3; TPT1 inhibitor: 0; PAFAH2 inh: 2; procasp3 activ: -5

How did COc1cc(CNCCc2c[nH]c3ccccc23)ccc1OCc1ccccc1F do in these assays?
Fh CTSL1 inh: -1; HCV core dimer: -9; PP1 inh: 2; proCasp7 act: 1; PP5 inh: 1.9; AHR activator: 2; TPT1 inhibitor: 0; PAFAH2 inh: 5; procasp3 activ: -2

Results for CC(=O)c1c(C)[nH]c(C(=O)OCC(=O)NCCC(C)C)c1C ?
Fh CTSL1 inh: -5; HCV core dimer: -11; PP1 inh: -3; proCasp7 act: 8; PP5 inh: -0.9; AHR activator: 25; TPT1 inhibitor: 3; PAFAH2 inh: 30*; procasp3 activ: -1

What do the screens show for `CC(C)(C)NCCOc1ccc2ccccc2c1`?
Fh CTSL1 inh: 1; HCV core dimer: 0; PP1 inh: 0; proCasp7 act: 2; PP5 inh: -0.3; AHR activator: -2; TPT1 inhibitor: 2; PAFAH2 inh: 0; procasp3 activ: 3

Results for O=[N+]([O-])c1cccc(-n2nnnc2CNCc2ccccc2)c1 ?
Fh CTSL1 inh: -4; HCV core dimer: -1; PP1 inh: -1; proCasp7 act: 3; PP5 inh: -1.9; AHR activator: -4; TPT1 inhibitor: 1; PAFAH2 inh: -2; procasp3 activ: -3

What do the screens show for `COc1ccc(NC(=O)CN2C(=O)c3ccccc3Sc3ccc(C(=O)N4CCOCC4)cc32)c(OC)c1`?
Fh CTSL1 inh: 0; HCV core dimer: 15; PP1 inh: 3; proCasp7 act: -7; PP5 inh: -1.1; AHR activator: 6; TPT1 inhibitor: 3; PAFAH2 inh: -2; procasp3 activ: -10

How did C[C@H](CO)N1C[C@H](C)[C@@H](CN(C)C(=O)Nc2ccc(C(F)(F)F)cc2)Oc2ccc(NC(=O)Cc3ccccc3)cc2C1=O do in these assays?
proCasp7 act: -11; AHR activator: -1; PAFAH2 inh: -7; procasp3 activ: 5

What do the screens show for `CC(C)c1ccc2[nH]c3c(c2c1)[C@@H]1CCN2C(=O)CCC[C@H](C3)[C@H]12`?
Fh CTSL1 inh: -1; HCV core dimer: 10; PP1 inh: 0; proCasp7 act: 8; PP5 inh: 2.3; AHR activator: 19; TPT1 inhibitor: -1; PAFAH2 inh: -19; procasp3 activ: -1

How did CCOCCCn1c(=N)c(C(=O)NCCN2CCOCC2)cc2c(=O)n3cccc(C)c3nc21 do in these assays?
Fh CTSL1 inh: 0; HCV core dimer: -1; PP1 inh: 1; proCasp7 act: -7; PP5 inh: -2.6; AHR activator: 0; TPT1 inhibitor: -2; PAFAH2 inh: -2; procasp3 activ: -12

What do the screens show for `COc1ccc(Cc2n[nH]c(=O)c3ccccc23)cc1OC`?
Fh CTSL1 inh: 0; HCV core dimer: 1; PP1 inh: -2; proCasp7 act: -8; PP5 inh: -1.3; AHR activator: 0; TPT1 inhibitor: -1; PAFAH2 inh: -7; procasp3 activ: 6
